Screening data as filed in PubChem.
Shn3 3UTR inh = inhibitors of Schnurri-3 3'UTR reporter in osteoblasts; Clone20 osteoblast Shn3 3'UTR firefly luciferase, 24 h; AID 588674; 0.52% of 360,000 active; inhibition, % at 12.5 µM;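 active = mean inhibition of at least 75% with every replicate also reaching 75%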;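 also: 0% = median of neutral control wells and 100% = pilot-screen positive control compound; some compounds past the cut are filed as inactive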
hiPSC survival = increases survival of single human iPS cells; hiPSC single-cell survival, ATPlite luminescence; 100% = ROCK inhibitor wells, 0% = DMSO; survival enhancement, % at 20 µM; 0.044% of 360,000 active; in the data active = survival enhancement above about 18%;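 also: cells exposed to compounds for 16 hours before the ATP read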
CF NFkB block = blocks PAF-induced NF-kB reporter in cystic fibrosis cells; KKLEB NF-kB-GFP reporter, GFP fluorescence overnight; inhibition, % at 5 µM; 0.86% of 360,000 active; AID 588850;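 active = at least 50% inhibition at 5 µM, scaled per plate between neutral and stimulator controls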;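 also: PAF is a Pseudomonas aeruginosa culture filtrate used as stimulus; plate controls were PAF-stimulated DMSO wells for no effect and unstimulated DMSO wells for full effect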
Peg3 prom inh = reduces Peg3 promoter-driven luciferase expression in HeLa | 1.7% of 360,000 active | AID 588405 | HeLa PEG-Prom luciferase reporter, luminescence, overnight | inhibition, % at 20 µM;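 active = inhibition of at least 50% at 20 µM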
NR2E3 ag-1 = activates human NR2E3 receptor. inhibition of corepressor binding, % at 3.98 µM. AID 602229. CHO-S Gal4-NCOR/VP16-NR2E3 two-hybrid, luciferase. 0.35% of 360,000 active;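 active = inhibition above the mean of all tested compounds plus 3 SD, cut at about 70% in these data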;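 also: 0% = DMSO with NR2E3 transfected cells and 100% = cells lacking NR2E3 construct; higher means lower luciferase signal from less NR2E3 corepressor binding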
Target sequence (Q9Y5X4 whole entry, looked up, the tested form may be a part): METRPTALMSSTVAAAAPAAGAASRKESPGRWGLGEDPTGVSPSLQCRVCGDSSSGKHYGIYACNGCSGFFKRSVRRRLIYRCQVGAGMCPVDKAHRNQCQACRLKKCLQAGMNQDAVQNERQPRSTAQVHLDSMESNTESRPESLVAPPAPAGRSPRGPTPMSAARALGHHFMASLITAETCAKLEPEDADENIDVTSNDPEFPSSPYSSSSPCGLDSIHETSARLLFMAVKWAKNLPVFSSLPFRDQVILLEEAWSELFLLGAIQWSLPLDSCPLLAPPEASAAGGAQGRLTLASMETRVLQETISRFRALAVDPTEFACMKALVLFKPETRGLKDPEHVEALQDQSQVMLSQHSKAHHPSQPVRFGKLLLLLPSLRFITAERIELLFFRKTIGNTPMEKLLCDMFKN
KKLEB tox = CF airway cell cytotoxicity counter-screen | activity change (cytotoxicity), % at 5 µM | KKLEB CF airway cells viability, ATPlite luminescence, overnight; hits give low values; cells stimulated with P. aeruginosa culture filtrate | 0.36% of 360,000 active | AID 602141;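 active = corrected activity change at or below -50% at 5 µM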
TRPM1 prom inh = inhibitors of MITF-driven TRPM1 promoter in melanoma cells | AID 488899 | inhibition, % at 12.5 µM | SK-MEL-5 TRPM1 promoter luciferase, 24 h | 0.83% of 330,000 active;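 active = mean inhibition across replicates of 60% or more, whatever share of single replicates reaches that level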; also: values of inactives mirror those of a sister screen read the other way
TWEAK Fn14 block = TWEAK-Fn14 signaling inhibition. inhibition, % at 10 µM. AID 1159606. 2% of 360,000 active. TWEAK-stimulated Fn14 reporter cells, luciferase luminescence, 8 h; in the data active = inhibition above about 50%
aDG glyco up = alpha-DG glycosylation activation. activation, % at 10 µM. Pro5-aDG cells, alpha-DG glycosylation AlphaScreen (IIH6); 0% Pro5, 100% B10-LARGE cell signal. 0.22% of 360,000 active;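 active = activation of at least 8% versus controls, or a plate z-score of at least 8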;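 also: Pro5 are CHO cells carrying HIG-tagged alpha-DG that lacks glycosylation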
HIF-2a inh = inhibitors of HIF-2a; 786-0 RCC cells HIF-2a reporter, luciferase luminescence, overnight; inhibition, % at 18.8 µM; 0.72% of 360,000 active; AID 624352;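 active = inhibition of the luminescence signal of 40% or more relative to plate controls, in a single-dose primary screen at 18.75 µM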
NR2E3 ag-2 = NR2E3 (human) agonism; Q9Y5X4; GST-NR2E3/biotin-RetCOR TR-FRET, 1536-well; inhibition of corepressor binding, % at 4.78 µM; 0.12% of 320,000 active; AID 2300;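 active = percent inhibition above the cutoff of mean plus 3 SD of all tested compounds, set per screening campaign, cut at about 20% in these data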;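 also: 0% = DMSO wells and 100% = biotin wells as full block of FRET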
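Material: NR2E3–RetCOR corepressor complex / Incubation: Compound–protein incubation for 5 h at 4 °C / Dosing: compound at 4.8 µM, single dose / Detection: time-resolved FRET / Benchmarks: high control biotin, low control 0.6% DMSO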
Numbers without * were called inactive; / = not tested or not shown. Not a hit list; about 4.4% have a hit in one of these screens.

SMILES	Shn3 3UTR inh	hiPSC survival	CF NFkB block	Peg3 prom inh	NR2E3 ag-1	KKLEB tox	TRPM1 prom inh	TWEAK Fn14 block	aDG glyco up	HIF-2a inh	NR2E3 ag-2
COc1ccc(C(=O)CCNc2ccc3c(c2)OCCO3)cc1	10	-0.7	21	-139	-25	-12	-17	-14	0.0	-126	-4
O=C1COc2ccc(C(=O)c3ccccc3)cc2CN1	9	0.9	19	-2	-17	-6	3	-5	0.2	21	0
COC(=O)N/N=C/c1cn(CCCOc2ccc(C)cc2)c2ccccc12	40	0.5	14	-115	-147	7	-30	39	2.2	-29	0
Cc1sc2nc(CN(Cc3cccs3)C(=O)C3CC3)[nH]c(=O)c2c1C	23	0.8	5	11	-12	0	5	1	0.0	9	5
COc1ccc(-c2ccc(C(=O)NCc3cccs3)c3occc23)c(C)c1	-10	-2.3	19	-157	-46	-10	/	-5	1.3	-198	/
CC1CCCC(NC(=O)Nc2cccs2)C1C (centres undefined)	-3	-1.5	-16	3	-12	11	6	-10	0.3	-7	1
Cc1nn(-c2ccc(F)cc2)c2c1cc(C#N)c1nc3ccccc3n12	12	0.8	-20	22	-14	-8	12	-22	-0.1	23	-2
CS(=O)(=O)Nc1ccc(C2=NN(C(=O)c3ccco3)C(c3ccco3)C2)cc1 (centres undefined)	6	0.2	9	15	-15	-1	19	22	0.3	5	/
COC(=O)[C@@H]1[C@@H](C)OC(=O)N[C@H]1c1ccccc1	-1	-0.4	21	16	9	0	4	-5	0.0	17	0
O=C1NN(c2ccc(F)cc2)C(=O)/C1=C\C=C\c1ccco1	21	-1.3	-24	4	-6	-6	2	15	0.1	12	-1

Laid out differently: entries from further up.
Every second line gives: Shn3 3UTR inh	hiPSC survival	CF NFkB block	Peg3 prom inh	NR2E3 ag-1	KKLEB tox	TRPM1 prom inh	TWEAK Fn14 block	aDG glyco up	HIF-2a inh	NR2E3 ag-2
O=C1COc2ccc(C(=O)c3ccccc3)cc2CN1
 : 9	0.9	19	-2	-17	-6	3	-5	0.2	21	0
COC(=O)N/N=C/c1cn(CCCOc2ccc(C)cc2)c2ccccc12
 : 40	0.5	14	-115	-147	7	-30	39	2.2	-29	0
Cc1sc2nc(CN(Cc3cccs3)C(=O)C3CC3)[nH]c(=O)c2c1C
 : 23	0.8	5	11	-12	0	5	1	0.0	9	5
COc1ccc(-c2ccc(C(=O)NCc3cccs3)c3occc23)c(C)c1
 : -10	-2.3	19	-157	-46	-10	/	-5	1.3	-198	/
CC1CCCC(NC(=O)Nc2cccs2)C1C (centres undefined)
 : -3	-1.5	-16	3	-12	11	6	-10	0.3	-7	1
Cc1nn(-c2ccc(F)cc2)c2c1cc(C#N)c1nc3ccccc3n12
 : 12	0.8	-20	22	-14	-8	12	-22	-0.1	23	-2
CS(=O)(=O)Nc1ccc(C2=NN(C(=O)c3ccco3)C(c3ccco3)C2)cc1 (centres undefined)
 : 6	0.2	9	15	-15	-1	19	22	0.3	5	/
COC(=O)[C@@H]1[C@@H](C)OC(=O)N[C@H]1c1ccccc1
 : -1	-0.4	21	16	9	0	4	-5	0.0	17	0
O=C1NN(c2ccc(F)cc2)C(=O)/C1=C\C=C\c1ccco1
 : 21	-1.3	-24	4	-6	-6	2	15	0.1	12	-1
